MITF primary: blocks human microphthalmia-associated transcription factor; AlphaScreen MITF homodimerization, bead proximity signal; O75030; inhibition, % at 2.6 µM; actives 0.91% (n = 650,000); in the data active means inhibition above about 50%;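 further: 0% = vehicle wells with protein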
FBW7 act: activators of human E3 ligase FBW7 | Q969H0 | AlphaScreen FBW7–phospho-cyclin E peptide binding, activator screen | normalized activity (activation), % at 26.1 µM | actives 0.13% (n = 650,000) | AID 1259310; in the data active means normalized activity above about 1.9%;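 further: purified mutant Fbw7 with reduced substrate affinity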
Target sequence (Q969H0 whole entry, looked up): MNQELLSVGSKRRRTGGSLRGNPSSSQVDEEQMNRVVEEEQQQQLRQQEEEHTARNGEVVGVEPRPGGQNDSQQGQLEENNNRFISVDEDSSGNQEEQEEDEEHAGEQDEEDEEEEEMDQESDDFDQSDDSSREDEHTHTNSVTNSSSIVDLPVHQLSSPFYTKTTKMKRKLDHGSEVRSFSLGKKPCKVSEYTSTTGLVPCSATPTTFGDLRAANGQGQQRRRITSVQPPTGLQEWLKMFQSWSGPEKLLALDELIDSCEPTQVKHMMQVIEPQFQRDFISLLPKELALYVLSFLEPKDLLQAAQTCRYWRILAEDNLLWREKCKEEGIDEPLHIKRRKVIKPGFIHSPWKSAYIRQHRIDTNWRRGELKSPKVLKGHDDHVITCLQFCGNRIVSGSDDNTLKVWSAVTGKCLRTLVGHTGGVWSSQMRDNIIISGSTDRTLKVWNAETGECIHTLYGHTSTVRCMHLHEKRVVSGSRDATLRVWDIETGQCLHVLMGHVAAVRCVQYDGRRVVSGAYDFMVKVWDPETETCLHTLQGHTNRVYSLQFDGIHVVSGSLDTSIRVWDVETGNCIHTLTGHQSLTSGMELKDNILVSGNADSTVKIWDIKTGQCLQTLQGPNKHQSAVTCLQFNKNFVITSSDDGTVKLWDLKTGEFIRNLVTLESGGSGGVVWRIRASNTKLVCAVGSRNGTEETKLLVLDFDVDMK
GPR151 ag: activators of human GPR151. PathHunter beta-arrestin GPR151 cells, luminescence. activation, % at 11.2 µM. actives 1% (n = 650,000). AID 1508602; in the data active means activation above about 4.9%;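 further: 0% = median of compound wells and 100% = cells with positive control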
Target sequence (Q8TDV0 whole entry, looked up): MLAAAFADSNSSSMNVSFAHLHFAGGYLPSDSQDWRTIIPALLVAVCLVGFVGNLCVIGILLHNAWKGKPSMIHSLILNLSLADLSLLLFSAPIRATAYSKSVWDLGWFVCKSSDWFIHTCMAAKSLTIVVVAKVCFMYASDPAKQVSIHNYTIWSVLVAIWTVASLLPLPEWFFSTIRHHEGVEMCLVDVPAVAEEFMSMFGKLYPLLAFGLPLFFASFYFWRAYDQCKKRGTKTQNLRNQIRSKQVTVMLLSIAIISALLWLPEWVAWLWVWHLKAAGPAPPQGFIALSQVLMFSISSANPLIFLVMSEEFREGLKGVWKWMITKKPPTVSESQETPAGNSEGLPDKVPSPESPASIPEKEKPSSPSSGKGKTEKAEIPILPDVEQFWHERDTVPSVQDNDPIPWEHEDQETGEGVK
TEAD-YAP inh: TEAD-YAP interaction inhibition. HEK-TIYL cells, TEAD-Gal4/YAP UAS-luciferase luminescence. inhibition, % at 9.12 µM. actives 1.4% (n = 640,000). AID 1259422; in the data active means inhibition above about 32%;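 further: 0% = median of test compound wells and 100% = reference inhibitor wells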
* marks the source's active call; other numbers are inactive results; nt = no result given. Hits appear at their usual frequency; any-hit rate near 3.4%.

1: O=C(CCSc1ccc(F)cc1)NNc1ccc(C(=O)O)cc1
2: COc1cccc(Cn2cccc(NC(=O)Nc3ccccc3C)c2=O)c1
3: COc1cc(OC)cc(C(=O)Nc2cc(C(=O)N3c4ccc(F)cc4CCC3C)ccc2N2CC3CC(C2)c2cccc(=O)n2C3)c1 (centres undefined)
4: Cc1cc(N2CCOCC2)nc(Nc2ccc(NC(=O)COc3ccccc3)cc2)n1
5: Cc1ccc(NC(=O)/C(=C/c2ccc3c(c2)OCO3)NC(=O)c2ccccc2Br)c(C)c1
6: Cc1cccn2c(=O)c(/C=C(\C#N)C(=O)N3CCOCC3)c(Oc3ccccc3)nc12

| compound no. | 1 | 2 | 3 | 4 | 5 | 6 |
| --- | --- | --- | --- | --- | --- | --- |
| MITF primary | 3 | -2 | 1 | -9 | 5 | 1 |
| FBW7 act | 0.1 | 0.1 | -0.2 | -0.1 | -0.6 | 0.0 |
| GPR151 ag | -0.4 | 0.7 | -1.3 | 4.9 | -1.1 | 2.5 |
| TEAD-YAP inh | -5 | 0 | -6 | 81* | 2 | 14 |

7: CSc1nc(N)c(C#N)c(-c2ccco2)c1C#N
8: COc1cc(CN2CCOc3ccc(C(C)(O)CN(C)C)cc3C2)cc(OC)c1 (centres undefined)
9: Nc1c(C(=O)NCc2ccco2)c2nc3ccccc3nc2n1C1CCCC1
10: COC(=O)C1=C(C(=O)OC)SC(=C2C(=S)C(C)(C)N(C(=O)c3ccccc3)c3ccc(C)cc32)S1
11: CC(=O)c1cccc(-n2c(=O)c3c4c(sc3n(CC(C)C)c2=O)CN(C(C)=O)CC4)c1
12: CCN(CC)C(=O)Cn1cnc2sc(C(=O)N3CCN(c4ccc(F)cc4)CC3)c(C)c2c1=O

| compound no. | 7 | 8 | 9 | 10 | 11 | 12 |
| --- | --- | --- | --- | --- | --- | --- |
| MITF primary | 8 | -9 | -18 | -3 | 30 | 2 |
| FBW7 act | 1.0 | -0.1 | -0.2 | 0.1 | 1.6 | 0.0 |
| GPR151 ag | -0.1 | 0.1 | -0.2 | 1.2 | -0.3 | 1.1 |
| TEAD-YAP inh | 5 | 2 | 7 | -6 | -2 | 3 |

Some of the entries so far, as labelled records:
10: COC(=O)C1=C(C(=O)OC)SC(=C2C(=S)C(C)(C)N(C(=O)c3ccccc3)c3ccc(C)cc32)S1
- MITF primary: -3
- FBW7 act: 0.1
- GPR151 ag: 1.2
- TEAD-YAP inh: -6
11: CC(=O)c1cccc(-n2c(=O)c3c4c(sc3n(CC(C)C)c2=O)CN(C(C)=O)CC4)c1
- MITF primary: 30
- FBW7 act: 1.6
- GPR151 ag: -0.3
- TEAD-YAP inh: -2
12: CCN(CC)C(=O)Cn1cnc2sc(C(=O)N3CCN(c4ccc(F)cc4)CC3)c(C)c2c1=O
- MITF primary: 2
- FBW7 act: 0.0
- GPR151 ag: 1.1
- TEAD-YAP inh: 3

Next records:
13: COc1ccc(OC)c(C2C=C(c3ccc(C)cc3)Nc3ncnn32)c1 (centres undefined)
14: COc1ccc(-c2nc(CSCC(=O)N3CCc4ccccc43)c(C)o2)cc1OC
15: Cc1ccc(N(CC(=O)NC(C)c2ccccc2)S(=O)(=O)c2c(C)noc2C)cc1 (centres undefined)
16: COc1cc(-c2nn3cc(-c4ccccc4)nc3s2)cc(OC)c1OC
17: CC1=C/C(=N\S(=O)(=O)c2cccc([N+](=O)[O-])c2)C(C(C)C)=C(Cl)C1=O
18: CC(C)N(CCNc1ncnc2c1nc(N1CCN(c3ccccn3)CC1)n2C(C)C)C(C)C

| compound no. | 13 | 14 | 15 | 16 | 17 | 18 |
| --- | --- | --- | --- | --- | --- | --- |
| MITF primary | -1 | 21 | -8 | 5 | 14 | 0 |
| FBW7 act | -0.1 | 0.6 | 0.0 | 0.7 | 0.2 | 0.1 |
| GPR151 ag | -0.6 | -1.3 | 0.3 | -0.3 | -0.3 | -0.9 |
| TEAD-YAP inh | 66* | 11 | 7 | -30 | 3 | -3 |

19: O=C(Cn1cnc2ccccc2c1=O)NCC(=O)N1CCCCC1
20: CCOC(=O)c1c(NC(=O)COc2ccc(F)cc2F)sc2c1CCC(C)C2 (centres undefined)
21: COc1ccc(OCC(=O)NCCN2CCCCC2)cc1
22: Cc1cc(Nc2ccc(Oc3ccccc3)cc2)nc(Nc2cccnc2)n1
23: CN(C(=O)c1nn2c(c1Cl)NC(c1ccccc1)CC2C(F)(F)F)C1CCCCC1 (centres undefined)
24: CN1C(=O)C2(c3ccccc31)C(C(=O)N1CCN(Cc3ccccc3)CC1)CC1CCCN12 (centres undefined)

| compound no. | 19 | 20 | 21 | 22 | 23 | 24 |
| --- | --- | --- | --- | --- | --- | --- |
| MITF primary | 1 | 9 | 8 | 12 | -10 | -3 |
| FBW7 act | -0.1 | 0.0 | 0.0 | 0.3 | -0.1 | 0.0 |
| GPR151 ag | 1.6 | 0.6 | 1.7 | -0.7 | 0.0 | -2.9 |
| TEAD-YAP inh | 6 | 7 | 0 | -8 | 12 | 2 |

25: CC1=C(C(=O)Nc2ccccc2C(F)(F)F)C(c2ccsc2)NC(=S)N1 (centres undefined)
26: N#Cc1cc([N+](=O)[O-])ccc1NC(=O)COC(=O)C1(c2ccc(F)cc2)CCCC1
27: O=C1c2ccccc2NC2(C(=O)N(Cc3ccccc3Cl)c3ccccc32)N1C1CCCCC1 (centres undefined)
28: Cc1ccc(S(=O)(=O)Cc2csc(N)n2)cc1
29: COc1ccc(C2=NN(c3nc(-c4ccc(OC)c(F)c4)cs3)C(c3ccc(OC)cc3)C2)cc1 (centres undefined)
30: Cn1c(=O)c2c(nc3n(CCC45CC6CC(CC(C6)C4)C5)c(-c4ccc(Cl)cc4)cn23)n(C)c1=O

| compound no. | 25 | 26 | 27 | 28 | 29 | 30 |
| --- | --- | --- | --- | --- | --- | --- |
| MITF primary | 5 | 9 | -4 | 2 | 18 | 2 |
| FBW7 act | -0.1 | -0.1 | 0.0 | 0.0 | 0.1 | -0.1 |
| GPR151 ag | -0.1 | 0.9 | 0.0 | -0.8 | 0.9 | 1.1 |
| TEAD-YAP inh | -1 | 24 | -3 | 0 | -7 | 7 |

31: CSc1cccc(NC(=O)C2(S(=O)(=O)c3ccc(Cl)cc3)CC2)c1
32: CSc1nc(C(C)C)nc2c1c(=O)n(C)c(=O)n2C
33: NC(=O)c1cccc(CC2(c3ccc(Cl)cc3)C(=O)Nc3ccccc32)c1 (centres undefined)
34: O=C(CCCC(=O)OCC(Cl)=C(Cl)Cl)Nc1ccc(F)cc1
35: Cc1ccc(-c2nn(CC(=O)NCc3ccccn3)c(=O)c3ccccc23)cc1S(=O)(=O)N1CCCCC1
36: O=C(Cc1ccccc1)c1ccccc1C(=O)N1CCCCC1

| compound no. | 31 | 32 | 33 | 34 | 35 | 36 |
| --- | --- | --- | --- | --- | --- | --- |
| MITF primary | 10 | -8 | -3 | 7 | 28 | 6 |
| FBW7 act | 0.7 | -0.1 | -0.1 | 0.2 | -0.2 | -0.1 |
| GPR151 ag | 1.8 | 1.0 | 0.7 | -0.9 | 1.4 | 1.9 |
| TEAD-YAP inh | 3 | -12 | -1 | -1 | 0 | 4 |

Next section
Value order: MITF primary	FBW7 act	GPR151 ag	TEAD-YAP inh
37	N#Cc1ccc(C(=O)OCC(=O)NC2CCCC2)cc1
    13	0.4	-1.9	-7
38	CCc1ccc(NC(=O)N2CCN(c3ccc(Nc4ccccn4)nn3)CC2)cc1
    33	-1.1	1.5	-5
39	Cc1ccc(C2C(C#N)=C(N)Oc3n[nH]c(-c4ccccc4)c32)o1 (centres undefined)
    -2	-0.9	2.0	2
40	O=C(c1ccc([N+](=O)[O-])cc1Cl)N1CCc2ccccc21
    15	0.0	-1.0	6
41	COc1cccc2cc(-c3nc(C)no3)c(=O)oc12
    1	0.0	1.8	3
42	COc1ccccc1NC(=O)NC1(C(F)(F)F)Oc2ccccc2O1
    8	0.1	-1.1	5
43	S=c1[nH]ncn1/N=C/c1ccccn1
    13	0.0	-1.3	0
44	CCNC(=S)N(CCC#N)c1ccc2c(c1)OCCO2
    0	-0.1	1.3	2
45	CCOc1ccccc1C(=O)Nc1ccc(C)cn1
    -4	0.7	-1.3	-18
46	CCOc1ccc(C2=NC(c3cccc(F)c3)NC(c3cc(Br)ccc3O)C2)cc1 (centres undefined)
    -2	-0.4	-1.2	-10
47	Cc1nn(-c2ccccc2)c2[nH]c(=O)c(CNCCN3CCOCC3)cc12
    -4	-0.1	0.5	-10
48	O=C(N/C(=C\c1ccco1)C(=O)N1CCSCC1)c1ccccc1
    4	0.0	0.4	3
49	CCC(=O)[C@@]1(C)[C@H](C)C[C@H]2[C@@H]3CCC4=CC(=O)C=C[C@]4(C)[C@H]3[C@@H](O)C[C@@]21C
    -14	-0.1	-0.2	nt
50	O=C(NCc1ccccc1)c1sc(=S)n2c1[nH]c(=O)c1ccccc12
    1	-0.2	-0.4	5
51	Cc1cccc(OCC(=O)Nc2nnc(S(=O)(=O)N3CCc4ccccc43)s2)c1
    -4	0.0	6.1*	-2
52	Cc1ccc(NC(=O)c2sc3nc(C)nc(N4CCOCC4)c3c2C)c(Br)c1
    -24	0.1	-0.5	-3
53	COc1ccc(CCNc2ccnc(-c3c(C)noc3C)n2)cc1
    1	0.1	2.1	-7
54	CSc1cccc(NC(=O)CCSc2ccccc2)c1
    0	0.0	0.5	-48
55	Cc1cccc(C)c1NC(=S)NCCCN1CCCC1=O
    15	0.0	-0.6	3
56	Cc1cccc(-n2sc3c(c2=S)-c2cccc(C)c2NC3(C)C)c1C
    14	-0.2	-0.4	7
57	O=C(/C=C/c1ccccc1[N+](=O)[O-])N1CCCc2ccccc21
    11	-0.5	0.6	-26
58	CC(=O)NS(=O)(=O)c1ccc(NC(=O)CSc2ccc(Cl)cc2)cc1
    16	0.3	1.6	-3
59	Cc1cccc(-c2ccc(OC(=O)c3ccccc3I)c(C)c2)c1
    -4	-0.1	-0.9	3
60	COC(=O)c1ccccc1NC(=O)COc1ccc(S(=O)(=O)NC2CCCCC2)cc1
    1	0.1	-1.1	-6
61	CCOC(=O)c1[nH]c2c(c1C)C(=O)CC(c1ccc(F)cc1)C2 (centres undefined)
    -19	2.3*	1.1	49*
62	CCCNC(=O)c1ccccc1NC(=O)CSCc1ccc(OC)cc1
    -4	-0.1	1.6	-4
63	COc1ccc2c(C(F)(F)F)cc(SCC(=O)N3CCCC3)nc2c1
    -2	-0.3	-0.6	7
64	COc1ccc(C(=O)NCC(=O)N=Nc2c(O)[nH]c3ccc([N+](=O)[O-])cc23)cc1
    -4	0.0	-1.0	0
65	C=CCNc1nc(Nc2cc(Cl)ccc2OC)nc(OC)n1
    -1	-0.1	-0.3	-2
66	CC(C)C(=O)NC(=S)c1c(N)n(Cc2ccccc2)c(=O)[nH]c1=O
    6	0.3	0.5	6
67	CCCCC1CN(CCC(=O)NC(C)C)Cc2ccccc2O1 (centres undefined)
    2	0.0	1.4	-6
68	Cc1cc(-c2cncnc2C2CCN(C(=O)c3ccco3)CC2)on1
    7	0.3	0.8	-6
69	CCC(C)c1ccc(NC(=O)c2oc3ccccc3c2C)cc1 (centres undefined)
    11	1.5	-0.3	-2
70	Cc1ccc(NCCCC(=O)N/N=C/c2ccco2)cc1
    -5	-0.3	-0.9	3
71	O=S(NCc1ccco1)C12CC3CC(CC(C3)C1)C2 (centres undefined)
    -3	0.0	1.2	3
72	CCOC(=O)C1CCC(CN(Cc2ccccc2C)S(=O)(=O)c2cccc([N+](=O)[O-])c2)CC1 (centres undefined)
    7	0.0	-0.8	-4
73	CC(=O)c1ccc(NC(=O)/C=C/c2cn(CCC#N)nc2-c2ccc(C)cc2)cc1
    4	-0.1	1.5	-6
74	Cn1c(=O)c2c(ncn2Cc2ccc(C(C)(C)C)cc2)n(C)c1=O
    17	0.5	0.9	57*
75	COc1ccc(CC(=O)Nc2ccc(Nc3ccccc3)cc2)cc1
    8	-0.1	-1.2	-1
76	CN1C(=O)[C@H]2CN(Cc3cnn(-c4ccccc4F)c3)CCN2C(=O)[C@@H]1CO
    1	0.1	0.9	-12
77	COc1cc(OC)c(C(=O)OC(C)C(=O)NC(N)=O)cc1OC (centres undefined)
    6	-0.1	13*	-4
78	CSc1ccc(-c2nnc(NC(=O)C(C)(C)C)s2)cc1
    1	-0.1	0.8	13
79	O=C(CNC(=S)N(Cc1ccccc1)Cc1cccnc1)N1CCOCC1
    2	0.0	-0.9	6
80	COc1ccccc1C(=O)NCc1nnc(SCC(=O)Nc2ccccc2)n1C
    -3	0.1	-0.9	-6
81	Cc1ccc(Cl)cc1NC(=O)CCN1C(=O)c2ccccc2C1=O
    -117	-0.1	-2.0	7
82	C=C(C)CNC(=O)c1ccc(-c2ccc(C(C)=O)s2)nc1NCc1cccnc1
    9	0.2	2.4	14
83	CCC1CN(CCNC(=O)c2cc(C(C)C)nn2C)Cc2cc(OC)ccc2O1 (centres undefined)
    16	0.8	-0.9	26
84	Nc1ccc2c(cnn2-c2cccc(C(=O)NCCN3CCOCC3)c2)c1
    -1	-0.2	1.5	2
85	COc1ccc(NC(=O)COC(=O)c2nn(C)c(=O)c3ccccc23)cc1
    -4	-0.1	0.3	5
86	COC(=O)CN1C(=O)S/C(=C/c2cc3c(cc2OC)OCO3)C1=O
    -5	0.1	1.9	-3
87	CC(=O)c1ccc(NC(=O)c2cccc(NC(=O)c3ccccc3)c2)cc1
    -7	-0.2	-0.6	-34
88	COc1ccc(C(=O)NCCCCCC(=O)O)cc1OC
    5	0.1	1.2	13
89	CC(=O)c1cccc(-c2nc3ncnc(NCCO)c3[nH]2)c1
    -3	0.1	0.0	-5
90	c1ccc(CNc2ccnc3c(-c4ccc5c(c4)OCO5)cnn23)nc1
    6	1.9*	-1.0	2
91	Cc1ccccc1NC(=O)C(=O)NCc1ccncc1
    18	0.5	-1.4	-9

Source: PubChem BioAssay (The Scripps Research Institute Molecular Screening Center)
